# CHRM1 antagonist: blocks human M1 muscarinic receptor | P11229 | inhibition, % at 3 µM | CHO-K1 hM1, Fluo-8 calcium fluorescence, ACh EC80 antagonist | actives 1.3% (n = 360,000);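 active means percent inhibition above its own plate's cutoff, namely the mean of that plate's compound wells plus 3 SD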;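 further: peak over basal fluorescence ratio during 140 s after agonist addition; 0% = ACh EC80 plus DMSO and 100% = DMSO alone without agonist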
# Target sequence (P11229 whole entry, looked up): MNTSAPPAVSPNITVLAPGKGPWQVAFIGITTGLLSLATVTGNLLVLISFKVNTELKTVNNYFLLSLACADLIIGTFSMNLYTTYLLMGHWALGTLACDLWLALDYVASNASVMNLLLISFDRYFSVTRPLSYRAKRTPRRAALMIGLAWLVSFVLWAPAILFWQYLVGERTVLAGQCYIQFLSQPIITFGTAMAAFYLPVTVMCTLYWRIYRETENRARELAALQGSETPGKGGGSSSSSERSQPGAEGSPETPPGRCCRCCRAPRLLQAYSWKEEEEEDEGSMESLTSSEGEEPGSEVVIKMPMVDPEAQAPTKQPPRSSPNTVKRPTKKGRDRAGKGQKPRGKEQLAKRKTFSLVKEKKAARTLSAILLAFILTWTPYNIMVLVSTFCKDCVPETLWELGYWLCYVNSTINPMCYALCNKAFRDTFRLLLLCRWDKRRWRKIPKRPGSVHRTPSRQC
# M1 PAM: positive allosteric modulators of human M1 muscarinic receptor; actives 0.088% (n = 360,000); activation, % at 3 µM; CHO-K1 hM1, Fluo-8 calcium fluorescence, ACh EC20; 0% = ACh EC20, 100% = maximal ACh; AID 588819; in the data active means activation above about 19%, passing the limit was not always enough
# OXTR potentiator: potentiators of human oxytocin receptor | P30559 | CHO-OTR cells, Fluo-8 calcium fluorescence, potentiator mode; 0% = oxytocin EC15, 100% = EC100 | activation, % at 3 µM | actives 0.061% (n = 320,000) | AID 2445;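 active means activation above that plate's cutoff, the mean activation of tested compounds plus 3 SD, cut at about 6.6% in these data, passing the limit was not always enough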;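 further: 100% uses oxytocin at 75 nM as the full agonist control; some results filed as inactive read as strong as hits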
# Target sequence (P30559 whole entry, looked up): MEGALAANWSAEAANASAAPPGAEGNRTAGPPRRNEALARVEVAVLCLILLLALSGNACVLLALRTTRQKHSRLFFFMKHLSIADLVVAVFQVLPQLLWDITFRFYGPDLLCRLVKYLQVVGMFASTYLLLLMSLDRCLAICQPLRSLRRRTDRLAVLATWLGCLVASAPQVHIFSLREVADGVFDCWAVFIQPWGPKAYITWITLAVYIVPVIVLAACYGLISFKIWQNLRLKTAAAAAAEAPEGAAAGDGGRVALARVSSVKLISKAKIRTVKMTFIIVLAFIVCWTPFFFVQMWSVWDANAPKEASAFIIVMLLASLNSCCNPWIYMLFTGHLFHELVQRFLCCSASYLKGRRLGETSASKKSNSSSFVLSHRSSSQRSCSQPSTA
#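 Assay system: CHO cell line stably expressing human OTR. Reagent: EC15 oxytocin agonist. Dosing: single dose, 3.0 µM nominal final compound concentration. Timing: compound 6 min at room temperature before oxytocin, 100 s read. Signal: kinetic Fluo-8 calcium fluorescence. Controls: oxytocin EC15 low and EC100 high.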
# CHO parental Ca: signal in parental CHO cells, OX1R antagonist counter-screen. inhibition, % at 5.6 µM. actives 0.63% (n = 330,000). AID 463079. parental CHO-K1, ATP-induced calcium, Fluo-8 fluorescence;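 active means inhibition above that plate's mean sample inhibition plus 3 SD, cut at about 26% in these data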;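 further: 0% = ATP-challenged DMSO wells and 100% = DMSO wells without ATP; some compounds past the cut are filed as inactive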
#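 Assay system: parental CHO cells; Read-out basis: percent inhibition of ATP-evoked calcium rise, normalized to controls; Benchmarks: ATP and no-ATP DMSO wells; Compound dosing: single nominal dose of 5.6 µM per compound; Signal: Fluo-8 calcium dye fluorescence; Also added: ATP as calcium-mobilizing challenge; Repeats: singlicate.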
# CHO-K1 Ca ag: nonselective activator or artifact in parental CHO-K1 cells; Fluo-8 calcium fluorescence; scaled to maximal ATP response, vehicle zero; activation, % at 3 µM; actives 0.48% (n = 360,000); in the data active means activation above about 15%;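 further: untransfected CHO-K1 host cells lacking M1 receptor as counterscreen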
# M1 ag: agonists of human M1 muscarinic receptor; CHO-K1 hM1, Fluo-8 calcium fluorescence, agonist mode; 0% DMSO, 100% acetylcholine EC100; activation, % at 3 µM; actives 0.33% (n = 360,000); AID 588814;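 active means activation above the run's mean compound activation plus 3 SD, cut at about 16% in these data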;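 further: peak over basal fluorescence ratio within a 140 s kinetic read after compound addition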
# CHRM4 agonist: agonists of human muscarinic M4 receptor (CHRM4); P08173; CHO-K1 hM4/Gqi5, Fluo-8 calcium fluorescence; vehicle 0%, full acetylcholine response 100%; activation, % at 3 µM; actives 0.14% (n = 360,000);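 active means activation above the run mean over all test wells plus 3 SD, cut at about 32% in these data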;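 further: peak over basal fluorescence ratio per well then scaled between controls; 0% = DMSO wells and 100% = acetylcholine at EC100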
# M4 antag: CHRM4 antagonism in calcium assay. P08173. CHO-hM4 cells, ACh EC80, Fluo-8 calcium fluorescence. inhibition, % at 3 µM. actives 0.73% (n = 360,000). AID 624125;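 active means inhibition above its plate's cutoff, the mean inhibition of sample wells plus 3 SD, cut at about 27% in these data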;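 further: 0% = acetylcholine EC80 with DMSO and 100% = DMSO without agonist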
# CHO-K1 Ca antag: nonselective inhibitor or artifact in parental CHO-K1 cells. actives 0.6% (n = 360,000). inhibition, % at 3 µM. ATP-induced calcium, Fluo-8 fluorescence;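 active means inhibition above a per-plate cutoff, the plate's mean sample inhibition plus 3 SD, cut at about 24% in these data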;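 further: 0% = DMSO plus EC80 ATP and 100% = DMSO alone without ATP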
# * hit, by the source's call; / = no result given.
entry	mol	CHRM1 antagonist	M1 PAM	OXTR potentiator	CHO parental Ca	CHO-K1 Ca ag	M1 ag	CHRM4 agonist	M4 antag	CHO-K1 Ca antag
1	C[C@@H]1CN([C@@H](C)CO)C(=O)CCCn2nncc2CO[C@@H]1CN(C)C(=O)Nc1ccc(C(C)(C)C)cc1	-4	-1	/	/	0.1	-4	0	1	-10
2	COc1ccc(C(C)(C)C)cc1NC(=O)COC(=O)c1ncc(Cl)c(Cl)c1Cl	-5	13	-9	-5	0.9	-1	1	8	1
3	Cc1c(NS(=O)(=O)c2ccc(C(=O)NCc3ccc(F)cc3)cc2)c(=O)n(-c2ccccc2)n1C	2	-1	-1	-14	0.2	-4	1	-10	-8
4	CN(C(=O)CSc1nnc(-c2ccccc2)c(-c2ccccc2)n1)C1CCS(=O)(=O)C1 (stereo not given)	-6	7	-7	-22	0.5	-7	2	-1	-10
5	Cc1ccc(C(=O)NS(=O)(=O)c2ccc(C)cc2)cc1	3	0	-1	0	0.4	-3	0	3	-12
6	CC(C)(C)NC(=O)CSc1nnc(-c2ccncc2)n1Cc1ccccc1	-3	6	-12	-7	0.1	-4	0	3	3
7	CC(=O)NCCc1cc2ccc(C)cc2[nH]c1=O	-1	2	-7	-17	0.2	-3	0	7	-5
8	CN(C)S(=O)(=O)c1cccc(NC(=O)c2ccc(S(=O)(=O)N3CCCC3)cc2)c1	10	-12	-11	-1	1.7	-4	6	5	-5
9	COc1ccc(N(C(=O)C(C)C)S(=O)(=O)c2cccc([N+](=O)[O-])c2)cc1	-10	7	3	-23	-0.4	-13	-1	-3	-2
10	COc1ccc(NC(=O)CSCc2cc(=O)n3c(C)csc3n2)cc1	-1	6	-2	-10	0.1	-2	1	-21	-20
11	Cc1ccc(N2CN=C(c3ccccc3)NC2=S)cc1	-11	9	-3	-5	0.2	-4	-2	-5	-7
12	CCCCCCCCSc1nnc2[nH]c(=O)cc(N)n12	-11	9	-10	-4	-0.8	-3	1	-18	0
13	Cc1ccc(Nc2nnc(SCC(=O)c3cc4ccccc4o3)s2)cc1C	3	-5	-7	-1	0.3	-4	3	-7	-6
14	O=C(Nc1ccon1)c1ccc(F)c(S(=O)(=O)N2CCCCC2)c1	6	-3	-10	1	1.0	-1	2	-6	4
15	CCCN1C2CCCC1CC(NC(=O)Nc1ccc(C(C)C)cc1)C2 (stereo not given)	-10	6	-2	-16	1.0	-5	1	-5	-15
16	COc1ccc(NC(=O)COC(=O)c2ncc(Cl)c(Cl)c2Cl)c(OC)c1	10	-1	2	-13	0.1	-6	1	11	3
17	CCN(C(=O)Cn1cc(C(=O)C(=O)N2CCOCC2)c2ccccc21)c1ccccc1	9	-1	-1	-16	0.3	-4	1	-2	3
18	CN=c1sc(C(=O)Nc2ccccc2)c(C)n1C	-6	7	-4	-6	-0.4	-10	2	-12	-5
19	O=C(Cc1ccccc1)Nc1cc([N+](=O)[O-])ccc1N1CCOCC1	3	3	-2	-9	0.6	-5	0	4	-21
20	Cc1ccc(/C(O)=C2\C(=O)C(=O)N(c3cc(C)on3)C2c2cccc(Br)c2)cc1 (stereo not given)	-2	4	-4	-6	2.3	1	0	5	-5
21	CC(=O)c1nn(-c2cccc(C)c2)cc1C(=O)c1cccc(Br)c1	-4	4	4	-13	-0.1	-5	0	3	-13
22	Cc1ccc(Cn2nc(C)c3cc(C(=O)OCC(N)=O)sc32)cc1	-10	8	-2	-10	0.3	-2	0	12	0
23	O=C1c2ccccc2C(O)N1Cc1ccccc1 (stereo not given)	1	1	2	-7	0.2	-7	-1	7	-4
24	CCc1ccc(C(O)c2ncc(-c3ccccc3Cl)[nH]2)cc1 (stereo not given)	-10	-5	/	/	4.6	-1	8	-24	-13
25	COc1ccc(COc2ccccc2C(=O)NCc2ccccc2)cc1F	27	-17	-13	34*	13	1	14	19	17
26	Cc1cc(NC(=O)CSCC(=O)Nc2cc(C(F)(F)F)ccc2N2CCCC2)no1	-1	5	2	-17	0.0	-3	2	5	-3
27	Cc1cccc(C)c1NC(=O)CSCCO	-9	-5	-8	-5	0.1	-1	0	6	-2
28	O=C(NCCCN1CCCC1=O)C1CCN(S(=O)(=O)c2cccc(Cl)c2Cl)CC1	-17	16	-7	-5	0.4	-5	1	-5	-12
29	O=C(O)CSCC(=O)Nc1ccc(C2CCCCC2)cc1	-7	1	-7	-4	-0.1	-4	0	9	-12
30	CC(=O)Nc1ccc(S(=O)(=O)NCCSCc2ccco2)cc1	-25	6	-7	-3	2.6	-3	2	-5	-18
31	COc1ccccc1OCCSc1nc(N)cc(N)n1	11	0	-5	-3	0.3	-2	1	15	-11
32	CCS(=O)(=O)N1CCN(C2Cc3ccccc3C2)CC1	3	0	2	-2	0.1	-3	1	7	7
33	O=C(COc1ccc2c(c1)oc(=O)c1ccccc12)N[C@@H](Cc1ccccc1)C(=O)O	-14	5	-3	1	-0.6	-2	-2	-4	22
34	Cc1ccc(NC(=O)N2CCN(Cc3ccc4c(c3)OCO4)CC2)cc1	15	-6	-4	-1	0.4	-7	1	-4	5
35	C=CCOc1nc2c(c(=O)n(C)c(=O)n2C)n1Cc1ccc(Cl)cc1Cl	10	-6	-7	-11	0.6	-5	0	6	-10
36	CC1CCN(C(=O)CSc2nc(=O)n3cc(Cl)ccc3n2)CC1	-25	14	-4	-9	1.8	-2	1	-9	-6
37	COc1ccc(NS(=O)(=O)c2csc(C(N)=O)c2)cc1	-13	6	-11	-4	1.3	-1	0	-5	-13
38	Cc1ccc(Cn2nnc3c(=O)n(CC(=O)c4ccccc4)cnc32)cc1	-10	-2	-7	-3	1.4	0	2	-18	-5
39	Clc1ccc2nc(CN3CCCc4ccccc43)cn2c1	0	-8	-6	-28	0.4	-9	-1	6	-10
40	COc1ccccc1NC(=O)c1ccc(NC(=O)C2CC2)cc1	-14	11	/	/	1.0	7	1	7	-9
41	CCN(CC)S(=O)(=O)c1ccc(NC(=O)c2ccc(Cl)nc2)cc1	-15	15	-2	7	2.9	3	9	-1	-11
42	O=C(NC1CC1)C1CCN(C(=O)c2ccc(Cl)cc2)CC1	-3	4	-3	-9	1.4	-3	1	6	-10
43	Cc1cccc(Oc2coc3cc(OC(=O)c4cc5ccccc5oc4=O)ccc3c2=O)c1	-2	2	-12	-7	2.1	-2	1	0	-2
44	COc1ccc(NC(=O)CN2C(=O)NC(C)(C3CC3)C2=O)cc1S(=O)(=O)N1CCOCC1 (stereo not given)	8	-4	-3	-19	2.5	0	9	8	-11
45	CCc1nnc(NC(=O)C2CC(=O)N(c3ccc4c(c3)OCCO4)C2)s1 (stereo not given)	-6	5	1	-5	-0.1	-3	0	3	1
46	COc1ccc(OC(=O)CCN2C(=O)C3C4C=CC(C4)C3C2=O)cc1 (stereo not given)	-8	8	-3	-7	1.5	-4	2	-3	-8
47	N/C(=N\OC(=O)c1ccc(=O)n(Cc2ccc(Cl)cc2)c1)c1ccccn1	5	-2	-19	-19	2.8	-2	4	-9	1
48	Cc1cc(NS(=O)(=O)c2ccc(OCCNS(C)(=O)=O)cc2)no1	-2	2	-9	2	-0.1	-4	1	-9	-5
49	NS(=O)(=O)c1ccc(CCNC(=O)C2CCCN2S(=O)(=O)c2cccc3nsnc23)cc1 (stereo not given)	-3	3	-4	0	0.4	-1	1	-24	-14
50	C=CCNC(=O)C1(S(=O)(=O)c2ccccc2)CC=CC1	-3	9	1	-2	1.1	-3	1	-8	-11

# The list goes on; the last 3 above are carried over.
entry	mol	CHRM1 antagonist	M1 PAM	OXTR potentiator	CHO parental Ca	CHO-K1 Ca ag	M1 ag	CHRM4 agonist	M4 antag	CHO-K1 Ca antag
48	Cc1cc(NS(=O)(=O)c2ccc(OCCNS(C)(=O)=O)cc2)no1	-2	2	-9	2	-0.1	-4	1	-9	-5
49	NS(=O)(=O)c1ccc(CCNC(=O)C2CCCN2S(=O)(=O)c2cccc3nsnc23)cc1 (stereo not given)	-3	3	-4	0	0.4	-1	1	-24	-14
50	C=CCNC(=O)C1(S(=O)(=O)c2ccccc2)CC=CC1	-3	9	1	-2	1.1	-3	1	-8	-11
51	O=C(c1cc(-c2ccc(Cl)c(Cl)c2)on1)N1CCCCC1	-6	7	-10	-14	0.1	-3	1	-3	-34
52	COC(=O)c1c(F)c(F)c(NCCO)c(F)c1F	-6	13	-7	5	0.8	-5	1	8	-7
53	O=C(NCc1ccc(F)cc1)c1cc(C2CCCCN2C(=O)c2ccccn2)on1 (stereo not given)	-14	5	/	/	0.1	-4	2	-20	10
54	CC(C)(C)CC(C)(C)NC(=O)c1ccccc1	10	7	-5	-13	-0.3	-2	1	-6	3
55	O=C(N/N=C/C=C/c1ccco1)c1cnccn1	-14	13	5	-1	1.2	-1	0	3	-12
56	COc1ccccc1N1CC(C(=O)Nc2ccc3c(c2)OCO3)CC1=O (stereo not given)	2	8	-14	-14	0.0	-8	1	14	-5
57	O=C(N/C(=C/c1ccccc1)C(=O)N1CCOCC1)c1ccc([N+](=O)[O-])cc1	-4	3	-7	-4	-0.1	-7	1	3	7
58	O=[N+]([O-])c1c(NCCO)cc(N2CCC3(CC2)OCCO3)c2nonc12	-3	7	-15	0	0.3	-4	0	3	8
59	O=C(COc1ccc2c(-c3ccccc3)cc(=O)oc2c1)NC(Cc1c[nH]c2ccccc12)C(=O)O (stereo not given)	-14	1	-4	-5	0.3	-3	1	-18	-17
60	C=CCOc1cccc(C(=O)N2CCCC(Nc3ccc(F)cc3)C2)c1 (stereo not given)	-14	8	-8	-17	1.7	-2	4	-9	-8
61	NC(=O)CCCn1c(C(=O)c2cc(Cl)c(N)c(Cl)c2)c2ccc(C(F)(F)F)cc2[n+]1[O-]	0	7	-13	-2	0.9	3	7	-9	-7
62	CCn1c(SCC(=O)N2CCCCC2C)nnc1-c1ccco1 (stereo not given)	3	-3	-5	-6	0.4	-5	1	5	-13
63	COc1ccc(-c2cnnc(N/N=C/c3ccc(-c4ccc([N+](=O)[O-])cc4)o3)n2)cc1	-7	8	/	/	1.0	-1	0	-2	-11
64	C/C(=N\N(c1ccccc1)c1ccccc1)c1ccc(O)cc1	-16	9	-5	-9	0.7	-3	1	-1	-12
65	Cn1ncc(Br)c1C(=O)N/N=C/c1cccc(OC2CSC2)c1	-13	9	0	-13	2.0	-2	5	-11	-4
66	CCOC(=O)c1nnn(CC(=O)N2N=C(c3ccc(Cl)cc3)CC2c2ccccc2)c1C(=O)OCC (stereo not given)	8	0	-1	-4	0.0	-1	-1	11	-10
67	CCOC(=O)CSC1=NC(=O)CS1	-10	9	-9	-4	0.9	-3	1	-5	-11
68	COC(=O)N/N=C(\C)c1ccccc1Br	-25	5	-1	-5	-0.2	-2	1	1	-16
69	CCCCC(=O)Nc1ccc(NC(=S)NC(=O)CCCCl)cc1OC	12	-6	-11	-13	3.3	-8	10	-8	10
70	CN(C)/C=N/c1ncc(C(=O)OC(C)(C)C)s1	-14	7	-4	0	2.2	-3	2	-4	-19

# Screening data deposited in PubChem BioAssay by The Scripps Research Institute Molecular Screening Center.
